Assay outcomes as filed in PubChem BioAssay.
IL-2 act = IL-2 activation; IL-2 activation reporter assay, cell-based qHTS; stimulated with anti-CD3/CD4/CD28 beads; in transgenic mouse T cells; AID 652025; activation, % (series mostly up to about 46 µM); hit rate 0.065% among 360,000; in the data active = activation above about 50%; inconclusive = mostly about 30% to 49%; note: 0% is about no effect
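EGFP and DsRed fluorescence is measured by plate cytometry in unstimulated transgenic mouse T cells exposed to compound for 60 minutes, then stimulated 18 hours at 37 degrees C with anti-CD3/anti-CD4 beads plus anti-CD28.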
Nrf2 ARE act = activates Nrf2 signaling | hit rate 0.31% among 410,000 | Potency, µM (titrated, usually from 46.1 µM), for inactives: at the highest dose activation, usual class: activators | AREc32 ARE-luciferase reporter (MCF7-derived line), luminescence, 24 h; note: potency is the fitted concentration of half-maximal effect; % of control where 0% means no effect; nearly all actives have a fitted effect of over 65% in size
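AREc32_Fluc, 1000 cells/well, OPTI-MEM + 5% FBS, o/n 37 deg C 5% CO2; 23 nL cpd by pin tool, 24 hr; Steady-Glo 30 min RT, luminescence.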
TGFb inhibitor = blocks TGF-b signaling. HepG2 CAGA-GFP TGF-b/SMAD3 reporter, GFP fluorescence, 18 h; TGF-beta stimulated, 500 pg/mL final. hit rate 1.2% among 410,000. AID 588855. Potency, µM (titrated, usually from 46.1 µM), inactives show top-dose activity, negative = inhibition, usual class: inhibitors; note: potency is the fitted concentration of half-maximal effect; % is set by controls: 0 for no effect and ±100 for the full control effect; nearly all actives have a fitted effect of over 65% in size
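Smad-responsive CAGA-GFP expression was quantified in HEPG2 cells exposed to compounds and 500 pg/mL final TGF-beta for 18 h at 37 degrees C; unstimulated wells defined full inhibition.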
A549 viability = A549 cytotoxicity, counter-screen for Nrf2 inhibitors; A549 ARE-Fluc cells, CellTiter-Fluor viability, 18-24 h; Potency, µM (top dose mostly 46 µM), inactives show at the highest dose activity change, negative = cytotoxicity, actives largely listed as inhibitors; hit rate 0.16% among 390,000; AID 504648; note: potency is the fitted concentration of half-maximal effect; % is set by controls: 0 for no effect and ±100 for the full control effect
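Cytotoxicity counterscreen: CellTiter-Fluor fluorescence was measured in A549 ARE_Fluc cells after 18-24 h of compound exposure in a concentration series. The subsequent BugLite luminescent read reports ARE-luciferase activity.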
Nrf2 inh = blocks Nrf2 signaling; A549 ARE-Fluc reporter, luciferase luminescence, 18-24 h; Potency, µM (titrated, usually from 46 µM), inactives show top-dose activity change, negative = inhibition, actives largely listed as inhibitors; hit rate 2.1% among 360,000; AID 504444; note: potency is the fitted concentration of half-maximal effect; % is set by controls: 0 for no effect and ±100 for the full control effect; nearly all actives have a fitted effect of over 60% in size
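Quantitative HTS in A549 cells stably bearing an antioxidant response element-firefly luciferase construct. Inhibition of Nrf2-driven transcription was scored by luminescence after 18-24 h of compound exposure at 37 °C.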
EPAC2 ag = activates human EPAC2 exchange factor. Q8WZA2. EPAC2 activation, biochemical qHTS; response scale: 100% = 6.5 mM cAMP response. Potency, µM (series often up to 154 µM), inactives show at the top dose activation, usual class: activators. hit rate 0.079% among 360,000. AID 720711; note: potency is the fitted concentration of half-maximal effect; nearly all actives have a fitted effect of over 50% in size
Target sequence (Q8WZA2 whole entry, looked up): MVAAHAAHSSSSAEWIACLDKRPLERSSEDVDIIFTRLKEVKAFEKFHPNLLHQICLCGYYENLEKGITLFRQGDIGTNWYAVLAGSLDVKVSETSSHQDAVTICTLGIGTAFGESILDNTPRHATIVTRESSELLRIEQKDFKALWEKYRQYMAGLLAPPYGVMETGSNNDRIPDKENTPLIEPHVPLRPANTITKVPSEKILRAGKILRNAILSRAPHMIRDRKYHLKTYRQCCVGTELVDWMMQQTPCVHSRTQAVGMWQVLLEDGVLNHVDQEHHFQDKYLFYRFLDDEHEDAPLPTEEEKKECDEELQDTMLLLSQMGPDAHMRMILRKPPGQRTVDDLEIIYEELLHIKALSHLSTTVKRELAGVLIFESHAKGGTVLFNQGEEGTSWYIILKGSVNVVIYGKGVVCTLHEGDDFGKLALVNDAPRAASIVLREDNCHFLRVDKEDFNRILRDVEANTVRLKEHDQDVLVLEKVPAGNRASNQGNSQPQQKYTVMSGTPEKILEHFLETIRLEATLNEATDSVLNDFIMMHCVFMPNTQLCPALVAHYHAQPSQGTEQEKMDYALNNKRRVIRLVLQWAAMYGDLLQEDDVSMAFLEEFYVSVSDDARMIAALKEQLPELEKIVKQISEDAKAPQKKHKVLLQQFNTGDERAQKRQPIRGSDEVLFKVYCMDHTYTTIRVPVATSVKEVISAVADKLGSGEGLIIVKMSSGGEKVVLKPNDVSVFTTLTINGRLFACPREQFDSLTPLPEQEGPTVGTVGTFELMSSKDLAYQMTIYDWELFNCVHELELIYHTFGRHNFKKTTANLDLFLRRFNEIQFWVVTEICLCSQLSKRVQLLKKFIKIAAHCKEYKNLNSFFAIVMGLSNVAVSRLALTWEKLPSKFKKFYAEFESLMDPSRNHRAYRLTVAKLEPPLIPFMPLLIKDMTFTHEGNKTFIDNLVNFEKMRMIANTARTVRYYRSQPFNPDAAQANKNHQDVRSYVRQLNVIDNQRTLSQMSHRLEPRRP
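Exchange assay: 100 nM EPAC2 with 250 nM Rap1B-BODIPY-GDP and 50 uM GDP. Fluorescence (ex 480/em 540 nm) read every 5 min for 30 min at room temperature. Data normalized to 6.5 mM cAMP as agonist control.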
HepG2 tox = HepG2 cytotoxicity, counter-screen for TGF-b inhibitors | hit rate 0.76% among 410,000 | AID 588856 | HepG2 CAGA-GFP viability, ATP luminescence, 18 h | Potency, µM (series often up to 46.1 µM), without a hit: at the top dose activity change, negative = cytotoxicity, hits mostly cytotoxic; note: potency is the fitted concentration of half-maximal effect; some results filed as inactive show a strong effect at the top dose
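HepG2 CAGA-GFP cells (1000/well, DMEM with 1% FBS) received compound, then TGF-beta at 500 pg/mL final, and were incubated 18 hours at 37 degrees C. Viability was read by CellTiter-Glo luminescence. Media-only wells were set as complete cell-killing and DMSO as no toxicity.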
ATXN viability = reduces viability in counter-screen for ATXN expression inhibitors | Potency, µM (titrated, usually from 56.7 µM), most hits filed as cytotoxic | AID 651635 | hit rate 0.49% among 400,000 | S2 cells (HEK-293 line with an ATXN2-luciferase reporter) viability, CellTiter-Fluor protease fluorescence, 24 h; note: potency is the fitted concentration of half-maximal effect; nearly all actives have a fitted effect of over 40% in size
ATXN2 expr inh = reduces ATXN2 reporter expression in HEK-293 cells. HEK-293 ATXN2-luciferase reporter, luminescence, 24 h. AID 1745845. hit rate 0.72% among 360,000. Potency, µM (highest dose often 57 µM), for inactives: at the highest dose activity change, negative = inhibition, most hits filed as inhibitors; note: potency is the fitted concentration of half-maximal effect; % is set by controls: 0 for no effect and ±100 for the full control effect; nearly all actives have a fitted effect of over 55% in size
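qHTS (up to 57 uM final) was run with 24 h compound exposure of reporter cells at 37 °C. Each well was multiplexed: SteadyGlo luminescence measured ATXN2-luciferase expression after a fluorogenic Gly-Phe-AFC viability readout (25 uM final).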
Starred values were filed as active, the others as inactive; i = inactive; ? = inconclusive; . = not tested or not shown; [ ] = another dose, or the depositor's remark. Unless noted, calls come from the whole dose curve; as a rule, active = well fitted curve in the direction sought with a large enough effect; inconclusive = small, poorly fitted or top-dose-only effect, or another doubt; inactive = no such curve, though single readings can be large; an effect the other way counts as inactive or inconclusive.

SMILES	IL-2 act	Nrf2 ARE act	TGFb inhibitor	A549 viability	Nrf2 inh	EPAC2 ag	HepG2 tox	ATXN viability	ATXN2 expr inh
OC(CN1CCOCC1)Cn1c2c(c3ccccc31)CCCC2 (centres undefined)	1.5	0.1%	0.6%	-2.0%	-8.5%	3.3%	-21.5%	i	7.1%
Cc1ccc(C)c(-n2c(Cc3cccs3)n[nH]c2=S)c1	-0.6	-0.3%	?	-2.1%	1.4%	-3.8%	8.7%	i	-3.8%
CC(C)c1c(C(=O)N/N=C/c2cccs2)nnn1-c1nonc1N	0.9	?	7.5%	0.5%	1.7%	1.4%	-4.3%	i	10.7%
COCC(=O)Nc1c(C(=O)Nc2ccc3c(c2)OCCO3)oc2ccccc12	-0.6	4.5%	-8.7%	2.5%	?	20.1%	-34.3%	i	59.8%[activator]
Brc1ccc(-c2nc3ccc(Br)cn3c2Cc2ccccc2)cc1	-0.7	3.6%	2.7%	.	.	8.4%	3.6%	?	11.3%
CCOC(=O)COc1ccc(CCNC(C)=O)cc1	0.6	0.1%	-4.4%	12.7%	3.6%	3.9%	-1.0%	i	1.1%
COc1cccc(C(=O)NCC2CCCN(C(=O)c3ccc(C=O)cc3)C2)c1OC (centres undefined)	3.7	-0.6%	14.9%	-3.0%	9.3%	4.6%	4.4%	i	16.7%
Cc1cc(C)n(CC(O)Cn2cnc3c2c(=O)n(C)c(=O)n3C)n1 (centres undefined)	-0.3	-0.3%	4.6%	-0.1%	-10.6%	-7.3%	-1.1%	i	-1.9%
CCN(CC)CCN1C(=O)C(=O)/C(=C(/O)c2ccc(F)cc2)C1c1cccnc1 (centres undefined)	0.3	-0.1%	16.0%	-4.1%	5.0%	4.1%	15.2%	i	.
COc1cc(/C=C/C(=O)OCC(=O)NC(=O)NCc2ccco2)ccc1OC(F)F	-4.6	4.3%	6.2%	5.1%	-13.6%	-1.6%	-6.0%	i	-3.4%
COC(=O)c1cc(COC(=O)CNC(=O)c2ccc(Br)cc2)oc1C	-0.2	-0.1%	2.0%	-1.0%	4.1%	-2.2%	1.5%	i	7.6%
COc1ccc(OC)c(C(=O)CN2C(=O)N(c3ccc(C)cc3)S(=O)(=O)c3ccccc32)c1	.	5.0%	8.4%	1.1%	.	.	4.3%	i	-0.4%
O=S(=O)(Nc1cccc2cccnc12)c1cccc2cccnc12	.	.	1.78µM*	-15.4%	?	.	-26.9%	.	.
O=C(NCc1ccccc1)c1onc(CSc2ccccc2)c1C(=O)NCc1ccccc1	0.7	3.3%	22.7%	-3.4%	-0.1%	7.1%	5.8%	i	6.5%
CNS(=O)(=O)c1cc(NC(C)=O)c(C)cc1C	-2.0	-0.4%	-1.7%	3.7%	-0.1%	3.3%	-6.6%	i	-5.5%
OCCc1c[nH]c2ccc(OCc3ccccc3)cc12	-0.5	4.3%	6.1%	-1.6%	-4.9%	1.2%	2.0%	?	.
COc1ccc(/C=N/NC(=O)CN2CCN(Cc3ccccc3)CC2)cc1Br	-2.2	0.2%	?	-8.5%	-4.1%	10.0%	-25.3%	i	-6.0%
CCCOc1ccc(C(=O)CCC(=O)OCC(=O)N2CC(=O)Nc3ccccc32)cc1	-0.8	0.3%	4.6%	-4.2%	?	4.9%	0.2%	i	4.0%
CC(NC(=O)c1cccnc1)C(=O)N1CCCCC1 (centres undefined)	-0.9	-0.1%	17.3%	0.1%	15.1%	-1.1%	0.3%	i	1.5%
Cc1nnc(SCC(=O)Nc2ccc(S(=O)(=O)N3CCCCC3)cc2)s1	-1.0	0.2%	4.2%	-0.4%	-9.7%	3.1%	-2.2%	i	2.3%
CCn1c(O)c(C=Nc2ccccc2)n(-c2ccccc2)c1=S	2.7	0.4%	-17.7%	-29.9%	-20.5%	12.0%	-18.2%	i	-19.2%
Cc1c(N(C)S(=O)(=O)c2cccc(C(=O)NC(C)C)c2)c(=O)n(-c2ccccc2)n1C	0.6	-0.3%	-1.1%	-7.7%	3.2%	26.9%	3.2%	i	-0.6%
CN(C)c1nc(N)c([N+](=O)[O-])c(NCC2CCCO2)n1 (centres undefined)	-2.3	0.3%	1.1%	-4.4%	-6.9%	1.3%	-1.2%	i	-26.8%
COc1cccc(CC2(CO)CCCN(Cc3ccccc3-c3ccco3)C2)c1 (centres undefined)	-2.4	2.4%	1.5%	-0.8%	5.3%	18.9%	-25.8%	i	-21.3%
Cc1ccc(S(=O)(=O)N2CCN(CCC#N)CC2)cc1	3.1	-0.2%	-5.6%	-6.9%	2.0%	-3.0%	-18.2%	?	4.1%

Results in A549 viability, Nrf2 inh and ATXN2 expr inh, for two of the compounds above:
SMILES	A549 viability	Nrf2 inh	ATXN2 expr inh
COCC(=O)Nc1c(C(=O)Nc2ccc3c(c2)OCCO3)oc2ccccc12	2.5%	?	59.8%[activator]
Brc1ccc(-c2nc3ccc(Br)cn3c2Cc2ccccc2)cc1	.	.	11.3%

Following part.
SMILES	IL-2 act	Nrf2 ARE act	TGFb inhibitor	A549 viability	Nrf2 inh	EPAC2 ag	HepG2 tox	ATXN viability	ATXN2 expr inh
CS(=O)(=O)N(Cc1ccc(C(=O)NC2CCCCC2O)cc1)c1ccccc1 (centres undefined)	-0.2	0.8%	42.4%[activator]	-0.2%	-3.2%	7.3%	-0.1%	i	-7.8%
Fc1ccc(-n2cnnn2)c(F)c1	-1.2	-0.1%	15.5%	4.7%	0.0%	2.9%	-14.2%	i	0.6%
Cc1ccc(-c2ccc(=O)n(CC(=O)Nc3ccc4c(c3)OCCO4)n2)cc1	-0.6	0.7%	-3.5%	-6.5%	-15.7%	6.2%	-16.9%	i	-28.6%
Cc1ccc(S(=O)(=O)C2(C(=O)Nc3ccc(C)c(Cl)c3)CC2)cc1	.	2.9%	-11.6%	2.0%	-6.0%	.	-0.8%	i	4.1%
COC(=O)c1cc(NS(=O)(=O)c2ccc(C)c3ccccc23)ccc1N1CCOCC1	-0.7	-0.3%	-4.1%	-0.4%	-11.1%	15.5%	-27.1%	?	-11.9%
COc1ccc(-c2nc3ccc(Cl)cn3c2CC(C)(C)C)cc1OC	-0.5	6.1%	-31.3%	.	.	3.0%	-27.2%	i	5.3%
O=C1CCSC2=C1SCc1sccc12	-0.1	-1.1%	.	.	.	7.5%	.	i	16.7%
COc1ccccc1C(=O)NNC(=O)C(=O)Nc1cccc(Cl)c1C	0.5	-1.0%	-14.4%	0.2%	-13.9%	3.1%	-3.6%	i	-7.7%
COc1cccc(CNC(=O)CCc2c(C)c3cc4c(C)coc4cc3oc2=O)c1	.	0.9%	3.9%	6.0%	11.1%	.	-5.3%	i	-7.7%
CCOc1ccc(-n2nnnc2SCC(=O)N2CCOCC2)cc1	0.0	-0.4%	7.0%	1.4%	6.3%	8.4%	-12.7%	i	0.7%
CSc1nc2nc3c(cc2c(=O)n1-c1ccccc1)COC(C)(C)C3	0.5	4.9%	-26.5%	-3.1%	7.8%	-4.4%	4.4%	i	-17.0%
Cc1ccc(C(=O)/C=C/c2ccc3c(c2)OCCO3)c(O)c1	3.3	15.5%	-27.0%	1.9%	-1.3%	11.9%	-1.0%	?	64.1%[activator]
COc1ccc(OC)c(NC(=O)C(=O)NNC(=O)C23CC4CC(CC(C4)C2)C3)c1	-2.6	-0.1%	?	1.6%	9.4%	-12.0%	-36.5%	i	-32.0%
CCN(c1ccc(OC)cc1)S(=O)(=O)c1nnc(NC(=O)COc2ccc(C)cc2)s1	0.2	-0.5%	-14.5%	1.5%	0.4%	-7.7%	-3.1%	i	.
COc1ccc(-c2cc(=O)oc(-c3cccc(C)c3)n2)cc1	-0.6	-0.7%	-6.1%	-1.1%	17.0%	-7.2%	-14.7%	i	.
CCN(CC)C(=O)N1CCC(NC(=O)Cc2ccccc2)CC1	-3.2	0.3%	-0.8%	14.7%	6.1%	2.0%	-2.6%	i	7.3%
c1ccc(Cn2c(-c3cncs3)nc3ccccc32)cc1	0.2	-0.1%	-19.5%	-8.1%	-6.9%	19.2%	-17.0%	i	31.7%
COc1ccc(N(CC(=O)NC2CCCCC2)C(=O)CCCC(=O)Nc2ccccn2)cc1	0.0	0.2%	10.3%	-0.8%	-24.1%	-5.3%	-4.7%	i	-0.5%
Cc1ccc(CCNC(=O)CCNS(=O)(=O)c2ccc3c(c2)oc(=O)n3C)cc1	-2.9	-0.1%	-4.0%	-0.2%	.	-6.3%	-14.8%	i	9.1%
CCOc1ccc(CCNC(=O)C2CC(=O)N(CCc3ccccc3)C2)cc1OCC (centres undefined)	-2.7	-0.3%	2.8%	3.9%	1.7%	-5.3%	4.0%	i	-3.0%
O=C(C1CCN(S(=O)(=O)Cc2ccccc2)CC1)N1CCN(c2ccccc2F)CC1	.	0.8%	-9.9%	2.1%	5.0%	.	-26.7%	i	-5.4%
C=CCNC(=O)c1onc(CSc2ccccc2)c1C(=O)O	-0.3	0.1%	-11.2%	-1.9%	16.5%	2.4%	-22.3%	i	79.2%[activator]
O=C(Nc1ccccc1C(=O)N1CCOCC1)C1CC(=O)N(c2ccc(F)cc2)C1 (centres undefined)	2.6	-0.2%	-18.7%	0.7%	2.3%	-3.6%	-4.0%	i	24.5%
O=C1NC2(CCCCC2)C(=O)N1/N=C/c1ccccc1Br	1.4	?	-27.8%	-0.6%	12.7%	11.5%	-9.8%	i	40.1%
CCOCCOC(=O)c1cccc2c1-c1ccccc1C2=O	-1.0	0.2%	4.1%	8.1%	-3.5%	5.8%	-7.6%	i	-2.9%
Oc1ccc(NCc2cccc(OCc3ccccc3)c2)cc1	-3.0	-1.1%	-10.7%	-1.2%	?	7.3%	-11.6%	.	.

An unsorted share of the library; 4.3% or so of the library scored in one or more.
